Glioma ERSR ind: inducers of ER stress response in human glioma cells; U87-MG GRP78 promoter luciferase reporter, 16 h; AID 602332; Potency, µM, for inactives: at the highest dose activation, usual class: activators; actives 0.02% (n = 420,000); further: potency means the concentration at half of the fitted maximal effect; series mostly up to about 76 µM; % of control where 0% means no effect; nearly all actives have a fitted effect of over 35% in size
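Stably transfected U87-MG glioma cells carrying a GRP78-based luciferase sensor; 16 h compound incubation. Luminescence end-point read 10 min after Bright-Glo addition at room temperature.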
IDH1 R132H inh: blocks human mutant IDH1 R132H enzyme; AID 602179; Potency, µM (doses to about 76.6 µM), for the others: at the highest dose activity change, negative = inhibition, hits mostly inhibitors; IDH1-R132H enzyme, NADPH consumption, diaphorase/resazurin fluorescence; O75874; actives 0.093% (n = 390,000); further: potency means the concentration at half of the fitted maximal effect; on the % scale 0 is the no-effect control and ±100 the full control effect; nearly all actives have a fitted effect of over 65% in size
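IDH1-R132H (0.5 ug/mL dispensed) in pH 7.5 Tris buffer was preincubated 30 min with compound, then given a substrate mix of 0.016 mM NADPH and 2 mM alpha-KG for 80 min at room temperature; remaining NADPH was read by diaphorase/resazurin fluorescence.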
Vif-A3G inh: Vif-A3G binding inhibition; Q9HC16; HeLa A3G-eYFP + Vif (tagged APOBEC3G with the HIV-1 protein that degrades it), YFP fluorescence, overnight; Potency, µM (top dose mostly 46.1 µM), without a hit: at the top dose activity, negative = active, hits mostly inhibitors; actives 0.076% (n = 410,000); AID 602310;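 further: potency means the concentration at half of the fitted maximal effect; on the % scale 0 is the no-effect control and ±100 the full control effect; nearly all actives have a fitted effect of over 60% in size; hits raise eYFP signal because A3G escapes Vif-driven loss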
Target sequence (Q9HC16 whole entry, looked up): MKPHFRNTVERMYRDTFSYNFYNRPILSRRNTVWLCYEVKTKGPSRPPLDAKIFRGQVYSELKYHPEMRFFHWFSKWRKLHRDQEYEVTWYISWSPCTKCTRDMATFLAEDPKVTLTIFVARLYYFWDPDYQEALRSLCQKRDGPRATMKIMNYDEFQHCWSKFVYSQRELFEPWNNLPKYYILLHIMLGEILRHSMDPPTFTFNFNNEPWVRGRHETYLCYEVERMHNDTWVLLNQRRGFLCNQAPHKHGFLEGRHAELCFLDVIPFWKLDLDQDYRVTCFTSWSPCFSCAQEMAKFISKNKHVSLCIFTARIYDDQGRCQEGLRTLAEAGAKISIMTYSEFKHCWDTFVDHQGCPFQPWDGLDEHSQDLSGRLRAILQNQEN
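Read-out is eYFP fluorescence (Ex 488/Em 500-530) from Vif-expressing HeLa A3G-eYFP cells; more signal means A3G escaped Vif-mediated degradation. Cells plated overnight, compound pinned in, incubated overnight at 37 deg C.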
USP1-UAF1 inh: blocks the human USP1/UAF1 deubiquitinase complex | O94782 | recombinant USP1/UAF1, Ub-Rhodamine cleavage fluorescence | Potency, µM (series often up to 57.1 µM), without a hit: top-dose activity change, negative = inhibition, actives largely listed as inhibitors | actives 0.23% (n = 390,000); further: potency means the concentration at half of the fitted maximal effect; on the % scale 0 is the no-effect control and ±100 the full control effect; nearly all actives have a fitted effect of over 60% in size; inactives centre near -12
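In this screen, compounds sit with the deubiquitinase complex (1nM) for 15 min at room temperature before Ub-Rho is added at 150nM final. Fluorescence rise is then followed for 6 reads every 60 seconds.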
Vif-APOBEC3F blk: blocks the Vif interaction with APOBEC3F; HeLa A3F-eYFP + Vif (tagged APOBEC3F with the HIV-1 protein that degrades it), YFP fluorescence increase; Potency, µM (titrated, usually from 46.1 µM), inactives show top-dose activity, negative = active; actives 0.2% (n = 390,000); AID 602313; further: potency means the concentration at half of the fitted maximal effect; % of control where 0% means no effect; nearly all actives have a fitted effect of over 65% in size
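HeLa cells stably expressing Vif plus C-terminally eYFP-tagged A3F were seeded, incubated overnight at 37 deg C, dosed with compound, incubated overnight again at 37 deg C. Yellow fluorescence (Ex 488/Em 500-530) reported blocked Vif-mediated A3F-eYFP degradation.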
TrxR1 inh: blocks rat thioredoxin reductase 1; actives 1% (n = 390,000); Potency, µM (series often up to 114 µM), inactives show at the highest dose activity change, negative = inhibition, most hits filed as inhibitors; O89049; recombinant rTrxR1, NADPH fluorescence consumption, selenite substrate; further: potency means the concentration at half of the fitted maximal effect; on the % scale 0 is the no-effect control and ±100 the full control effect; nearly all actives have a fitted effect of over 65% in size
Target sequence (O89049 whole entry, looked up): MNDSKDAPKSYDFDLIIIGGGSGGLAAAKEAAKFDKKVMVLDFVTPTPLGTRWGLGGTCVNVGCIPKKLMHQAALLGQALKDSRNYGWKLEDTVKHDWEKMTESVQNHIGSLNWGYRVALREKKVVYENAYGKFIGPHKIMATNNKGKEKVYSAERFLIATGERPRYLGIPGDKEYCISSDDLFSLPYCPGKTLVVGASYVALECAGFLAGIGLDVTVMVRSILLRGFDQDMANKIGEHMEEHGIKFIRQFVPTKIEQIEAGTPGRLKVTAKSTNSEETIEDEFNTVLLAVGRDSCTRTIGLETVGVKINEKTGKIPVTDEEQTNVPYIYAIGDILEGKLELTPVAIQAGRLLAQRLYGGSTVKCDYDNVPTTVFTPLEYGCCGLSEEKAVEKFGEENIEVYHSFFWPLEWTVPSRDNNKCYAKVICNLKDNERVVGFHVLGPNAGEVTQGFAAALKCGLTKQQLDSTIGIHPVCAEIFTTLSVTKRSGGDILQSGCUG
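Rat TrxR1 (90 nM in the dispensed reagent) was pre-reduced with 400 uM NADPH for 5 min at room temperature, then incubated with compound for 15 min. After 400 uM selenite was added, NADPH fluorescence (Ex 340/Em 450 nm) was followed for 8 min.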
LDHA block: blocks human lactate dehydrogenase A | P00338 | activity change, % (values are at about 110 or 230 µM) | purified LDHA, NADH/diaphorase-resazurin fluorescence; stronger effect = lower value | actives 0.15% (n = 480,000); in the data active means activity change below about -30%; inconclusive means mostly about -25% to -30%;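 further: plate controls were DMSO wells for no effect and wells without enzyme for full effect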
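Human LDH5 at 2 nM final in Tris HCl pH 7.4 with 0.06 mM NADH and 0.2 mM pyruvate, reacted 5 minutes at room temperature. Remaining NADH coupled via diaphorase/resazurin; resorufin fluorescence read at 0 and 20 minutes, normalized to enzyme-free and DMSO wells.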
RGS4 inh: inhibitors of human regulator of G protein signaling 4 | Transcreener GDP fluorescence polarization, RGS4-accelerated GTP hydrolysis | Potency, µM (doses to about 114 µM), for inactives: at the top dose activity change, negative = inhibition, most hits filed as inhibitors | actives 0.039% (n = 390,000) | AID 504845 | P49798; further: potency means the concentration at half of the fitted maximal effect; on the % scale 0 is the no-effect control and ±100 the full control effect; nearly all actives have a fitted effect of over 75% in size; some results filed as inactive show a strong effect at the top dose
Target sequence (P49798 whole entry, looked up): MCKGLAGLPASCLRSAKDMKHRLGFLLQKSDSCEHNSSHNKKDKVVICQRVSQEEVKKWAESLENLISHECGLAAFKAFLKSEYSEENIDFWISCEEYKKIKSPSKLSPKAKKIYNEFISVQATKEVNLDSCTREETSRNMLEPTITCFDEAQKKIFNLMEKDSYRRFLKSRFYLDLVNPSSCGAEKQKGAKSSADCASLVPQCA
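MLSMR compounds (23 nl, pin-transferred) preincubated 10 min at room temperature with a 500nM (2x) first reagent, then RGS4 at 900nM (2x) plus Transcreener GDP mix added; fluorescence polarization (620/688 nm) read before and after 90 min at 30 °C.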
TrxR1 substrate: substrates of rat thioredoxin reductase 1; O89049; purified TrxR1 substrate turnover, NADPH consumption readout; Potency, µM (highest dose often 114 µM), inactives show at the highest dose activity change, negative = substrate turnover; actives 0.01% (n = 390,000); further: potency means the concentration at half of the fitted maximal effect; on the % scale 0 is the no-effect control and ±100 the full control effect; nearly all actives have a fitted effect of over 50% in size
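Rat TrxR1, dispensed at 90 nM, was prereduced with 400 uM NADPH (final) for 5 min at ~22 deg C, then incubated with compound 15 min before 400 uM selenite. A first-read NADPH fluorescence drop versus no-compound background flagged substrates.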
* = called active by the depositor; ? = inconclusive; . = not tested or not shown; & = joins results of further samples; [ ] = another dose, or the depositor's remark. Unless noted, the call rests on the fitted dose curve; in most records, active means well fitted curve in the direction sought with a large enough effect; inconclusive means small, poorly fitted or top-dose-only effect, or another doubt; inactive means no such curve, though single readings can be large; an effect the other way counts as inactive or inconclusive. A portion of the library; count on the stated rates, not on these rows.

Results follow in this order: Vif-APOBEC3F blk | USP1-UAF1 inh | Glioma ERSR ind | TrxR1 inh | TrxR1 substrate | LDHA block | Vif-A3G inh | IDH1 R132H inh | RGS4 inh
O=C(Nc1ccc(F)cc1)C(c1ccccc1)N1CCN(S(=O)(=O)c2ccccc2)CC1 (stereo not drawn)
    -1% | -4% | -3% | 10% | -4% | -11 | 1% | -2% | 5%
Cc1nn(C2CCS(=O)(=O)C2)c(C)c1CN(C)C(=O)c1ccc(F)cc1 (stereo not drawn)
    0% | 5% | -4% | . | . | -6 | 1% | 3% | .
Cc1ccc(-n2nnnc2CNC(=O)c2ccccc2)cc1C
    0% | -22% | -2% | -7%[57.1 µM] | -6%[57.1 µM] | -1 | 2% | 18% | -3%
COc1ccc(CCNC(=O)c2ccc3c(c2)OCCO3)cc1
    0% | -2% | -1% | 21% | 0% | -6 | 0% | 4% | 13%
Cc1ccc(C)c(N2N=C(C(=O)Nc3ccc(S(=O)(=O)N4CCCC4)cc3)CCC2=O)c1
    0% | -13% | 2% | 13% | 2% | 0 | 1% | 3% | -7%
O=C(COC(=O)C1CCN(S(=O)(=O)c2cccs2)CC1)c1cc2ccccc2o1
    -5% | 0% | -2% | 5% | -2% | -1 | 1% | -2% | -9%
CC(CN1CCCC1)OC(=O)c1ccc(Cl)cc1Cl (stereo not drawn)
    0% | -14% | -1% | 10% | 5% | 0 | 1% | 12% | -1%
COc1ccc(-c2nc(CSc3nnc(C)n4c3cc3occc34)c(C)o2)cc1OC
    1% | -15% | -3% | -10% | -2% | -9 | 3% | -4% | -10%
CCOc1ccc(OCC)c(NC(=O)C2CCCN(S(=O)(=O)c3c(C)noc3C)C2)c1 (stereo not drawn)
    0% | -20% | -5% | 5% | 2% | 0 | 2% | 6% | -12%
Brc1ccc(C[n+]2ccccc2)cc1
    -1% | -33% | 1% | 6%[57.1 µM] | 1%[57.1 µM] | -5 | 5% | -3% | 8%

(list continues)
Results follow in this order: Vif-APOBEC3F blk | USP1-UAF1 inh | Glioma ERSR ind | TrxR1 inh | TrxR1 substrate | LDHA block | Vif-A3G inh | IDH1 R132H inh | RGS4 inh
CCC(C)C(NC(=O)OC(C)(C)C)C(=O)NC(C(=O)N1CCCC1C(N)=O)C(C)CC (stereo not drawn)
    -4% | -11% | -11% | -1% | -4% | -3 | -4% | 1% | 8%
CCCN(CCC)CCNC(=O)C1CCCN(S(=O)(=O)c2ccc3c(c2)oc(=O)n3C)C1 (stereo not drawn)
    -2% | -12% | -5% | 21% | 11% | -9 | 1% | -9% | -14%
CC(C)(C)c1ccc2c(c1)OC(C(=O)N/N=C\c1ccc[nH]1)CO2 (stereo not drawn)
    -2% | -17% | 0% | -12% | -17% | -2 | 2% | -10% | -9%
CCCOc1ccc(N2C(=O)CC(N3CCN(C(=O)c4ccco4)CC3)C2=O)cc1 (stereo not drawn)
    -4% | -7% | -2% | -4% | 2% | -6 | 0% | 9% | 12%
Cc1c(C(=O)N(C)c2ccc(Cl)cc2)cnn1-c1ccccc1
    2% | -23% | 4% | 41% | 15% | 0 | 2% | -1% | -15%
COc1cccc2sc(N3CCN(c4nc5ccccc5s4)CC3)nc12
    3% | -13% | 5% | 25%[57.1 µM] | 24%[57.1 µM] | 1 | 1% | 3% | -30%
COc1ccc(C(=O)Nn2cnc3scc(-c4cccs4)c3c2=O)c(O)c1
    -1% | -16% | -2% | 13%[57.1 µM] | -7%[57.1 µM] | 2 | 0% | 1% | -19%[11.4 µM]
O=C(NOCc1ccccc1)c1ccccc1
    3% | -24% | -10% | 10% | 4% | -6 | -5% | 11% | -6%
COc1cc([N+](=O)[O-])cc2sc(NC(=O)c3c(F)cccc3F)nc12
    -2% | -21% | -3% | 13% | -3% | -4 | 9% | -7% | -16%
O=C(Nc1cccc(Cl)c1)Nc1ccccc1-n1ccnc1
    -11% | -20% | -3% | 3%[57.1 µM] | 8% | -7 | 3% | 15% | -20%

Remaining list, next part.
Results follow in this order: Vif-APOBEC3F blk | USP1-UAF1 inh | Glioma ERSR ind | TrxR1 inh | TrxR1 substrate | LDHA block | Vif-A3G inh | IDH1 R132H inh | RGS4 inh
CCOC(=O)c1ccc(NS(=O)(=O)c2cc3c(cc2C)NC(=O)CO3)cc1
    0% | -22% | -6% | 5% | -1% | -2 | 0% | 7% | -26%[56.9 µM]
CCCCCN(C(=O)CCC(=O)OCC(=O)N(CC)c1ccccc1)c1c(N)n(CCCC)c(=O)[nH]c1=O
    -18% | -6% | -3% | 25% | 9% | -1 | -11% | 1% | -1%
O=C(Nc1nnc(Cc2ccc(Cl)cc2)s1)c1ccncc1
    -18% | -22% | 0% | -7% | -8% | -1 | -7% | -1% | -10%
CCC1=NN(C(=O)c2ccccc2O)C(O)(c2ccccc2)C1 (stereo not drawn)
    -12% | ? | ? | 14% | 1% | 2 | ? | -2% | -10%
Cc1cc(C(=O)OCC(=O)Nc2ccc(S(=O)(=O)N3CCOCC3)cc2)c(C)o1
    -2% | -9% | -4% | ? | -5% | 0 | 2% | -4% | 4%[11.4 µM]
COc1cc(OC)cc(C(=O)Nc2ccccc2N2CCOCC2)c1
    -6% | -7% | -4% | -9% | 9%[57.1 µM] | -4 | 2% | 3% | -7%
O=C(C1CCC1)N1CCc2cc(S(=O)(=O)NC3CCCC3)ccc21
    0% | -11% | -8% | -8% | -5% | -8 | 1% | -4% | 1%
CCn1cc(C(=O)Nc2ccc(C)c([N+](=O)[O-])c2)cn1
    -3% | 0% | 0% | 3% | -2% | 2 | -1% | 4% | 6%
CCCCNC(=O)C(=O)NCCCn1ccnc1
    8% | -9% | -2% | 10%[57.1 µM] | 5%[57.1 µM] | -11 | 3% | 2% | 27%
COc1ccccc1CN(C)c1nnnn1-c1ccccc1
    -13% | -8% | -4% | 15% | 0% | -1 | 0% | 11% | -10%

Part of the list above, as labelled records.
CCCCCN(C(=O)CCC(=O)OCC(=O)N(CC)c1ccccc1)c1c(N)n(CCCC)c(=O)[nH]c1=O
- Vif-APOBEC3F blk: -18%
- USP1-UAF1 inh: -6%
- Glioma ERSR ind: -3%
- TrxR1 inh: 25%
- TrxR1 substrate: 9%
- LDHA block: -1
- Vif-A3G inh: -11%
- IDH1 R132H inh: 1%
- RGS4 inh: -1%

CCCCNC(=O)C(=O)NCCCn1ccnc1
- Vif-APOBEC3F blk: 8%
- USP1-UAF1 inh: -9%
- Glioma ERSR ind: -2%
- TrxR1 inh: 10%[57.1 µM]
- TrxR1 substrate: 5%[57.1 µM]
- LDHA block: -11
- Vif-A3G inh: 3%
- IDH1 R132H inh: 2%
- RGS4 inh: 27%

Returning to the listing, starting 6 compounds before the break.
Results follow in this order: Vif-APOBEC3F blk | USP1-UAF1 inh | Glioma ERSR ind | TrxR1 inh | TrxR1 substrate | LDHA block | Vif-A3G inh | IDH1 R132H inh | RGS4 inh
Cc1cc(C(=O)OCC(=O)Nc2ccc(S(=O)(=O)N3CCOCC3)cc2)c(C)o1
    -2% | -9% | -4% | ? | -5% | 0 | 2% | -4% | 4%[11.4 µM]
COc1cc(OC)cc(C(=O)Nc2ccccc2N2CCOCC2)c1
    -6% | -7% | -4% | -9% | 9%[57.1 µM] | -4 | 2% | 3% | -7%
O=C(C1CCC1)N1CCc2cc(S(=O)(=O)NC3CCCC3)ccc21
    0% | -11% | -8% | -8% | -5% | -8 | 1% | -4% | 1%
CCn1cc(C(=O)Nc2ccc(C)c([N+](=O)[O-])c2)cn1
    -3% | 0% | 0% | 3% | -2% | 2 | -1% | 4% | 6%
CCCCNC(=O)C(=O)NCCCn1ccnc1
    8% | -9% | -2% | 10%[57.1 µM] | 5%[57.1 µM] | -11 | 3% | 2% | 27%
COc1ccccc1CN(C)c1nnnn1-c1ccccc1
    -13% | -8% | -4% | 15% | 0% | -1 | 0% | 11% | -10%
CSCCC(NC(=O)c1ccc(Cl)cc1)C(=O)OCC(=O)NCc1ccco1 (stereo not drawn)
    1% | -13% | 0% | -7% | 0% | -3 | 0% | 9% | -15%
COc1cccc(C(Nc2ccccn2)c2c(NC(=O)c3ccco3)sc(C)c2C)c1 (stereo not drawn)
    -10% | -17% | -7% | -11% | 8% | -7&-3 | -11% | -4% | -6%
CN(CC(=O)Nc1nc2ccc(F)cc2s1)S(=O)(=O)c1ccc(Cl)cc1
    -5% | ? | 0% | 50%[activator] | 7% | -4 | 1% | 0% | -16%
Cc1ccccc1-n1nc(C)c2cc(C(=O)N3CCOCC3)sc21
    -10% | 1% | -3% | 13% | 6%[57.1 µM] | -11 | -1% | 3% | 13%
CCOC(=O)C1CCN(CC(O)COc2ccc(C(C)=O)cc2)CC1 (stereo not drawn)
    2% | ? | 0% | 12% | -2% | 0 | 3% | 9% | -24%
COC(=O)c1sc2cc(C(F)(F)F)cnc2c1-c1cccnc1
    -17% | -12% | -2% | 11% | 3% | -4 | -10% | 10% | 15%
CCOc1ccc2nc(CN3CCN(Cc4ccsc4)C(CCO)C3)ccc2c1 (stereo not drawn)
    10% | -7% | -2% | -6% | 5% | 2 | -6% | 0% | 5%
CCCCCCCOc1ccc(C(=O)Nc2cccnc2)cc1
    ? | -21% | -2% | 21% | 5% | -1 | -20% | 2% | 16%

Screening results from PubChem.
